# CHT block: inhibitors of human choline transporter CHT | Q9GZV3 | CHT-expressing cells, membrane potential dye, choline response; stronger effect = lower value | B-score at 10 µM | 310,000 tested, 0.86% active;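 active = B-score over 3 SD under the library average, and starting fluorescence ratio not unusually high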;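 note: choline stimulus applied at its EC90 after an EC20 pre-addition; B-score computed on integrated fluorescence ratio after choline addition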
# CHT PAM: allosterically activates the human high affinity choline transporter. CHT-expressing cells, membrane potential dye, choline EC20; stronger effect = higher value; LV-AA mutant CHT in HEK293 cells. B-score at 10 µM. 310,000 tested, 0.49% active. AID 488977;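 active = initial fluorescence not abnormally high and integrated response B-score, plate-corrected, over 3 SD above library mean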
# Active calls of the source: *; i = inactive. Random draw from the library. Share with any hit: about 1.4%.
# Start of the listing, in advance, three compounds:
[1] CC(C)=CCC/C(C)=C/CC(C)(C)CNCCN1CCNCC1
[2] CC(C)(C)C(=O)N1CCN(c2ccc([N+](=O)[O-])cc2-n2cccc2)CC1
[3] O=C(Nc1ccc(F)cc1)c1ccc(CSc2ccc(Cl)cc2)o1
Assay by compound	1	2	3
CHT block	i	i	i
CHT PAM	i	i	i

# Results, from the start:
[1] CC(C)=CCC/C(C)=C/CC(C)(C)CNCCN1CCNCC1
[2] CC(C)(C)C(=O)N1CCN(c2ccc([N+](=O)[O-])cc2-n2cccc2)CC1
[3] O=C(Nc1ccc(F)cc1)c1ccc(CSc2ccc(Cl)cc2)o1
[4] C=CCOc1ccccc1NC(=O)CN1C(=O)CNC1=O
[5] CCOc1ccc(NC(=O)C2CCCN(c3nc(C)cc(C)n3)C2)cc1 (stereo not given)
[6] CCN(CC)S(=O)(=O)c1cccc(NC(=O)c2cncc(Br)c2)c1
[7] Cn1cnc2c1c(=O)n(Cc1c(Cl)cccc1Cl)c(=O)n2C
[8] Cc1cc(C(=O)N/N=C/c2cc(Br)cc(Br)c2OC(=O)c2cccc(F)c2)n[nH]1
[9] CN(CCCC1CCCC1)C(=O)c1cc(COc2ccc(F)cc2F)on1
[10] CC1(C)SC2c3ccccc3C(=O)N2[C@@H]1C(=O)NC1CCCC1 (stereo not given in full)
Assay by compound	1	2	3	4	5	6	7	8	9	10
CHT block	i	i	i	i	i	i	i	i	i	i
CHT PAM	i	i	i	i	i	i	i	i	i	i

[11] CCOc1cc(/C=C2\C(=O)NN(c3ccccc3)C2=O)cc([N+](=O)[O-])c1O
[12] CCN(CC)S(=O)(=O)c1ccc(C(=O)Nn2cnnc2)cc1
[13] Cc1nc2c(-c3ccccc3)c(C)nn2c(C)c1CC(=O)O
[14] Cc1ccccc1NC1(C#N)C(=O)Nc2ccccc21 (stereo not given)
[15] O=[N+]([O-])c1ccc(OCCOCCOc2ccc([N+](=O)[O-])cc2)cc1
[16] CC1Oc2ccccc2N(CC(=O)c2ccccc2)C1=O (stereo not given)
[17] CC(C)c1ccc(NC2CCCN(C(=O)CCN3CCCCC3=O)C2)cc1 (stereo not given)
[18] O=C(CSc1nnc(CNC(=O)c2cccs2)o1)Nc1ccccc1
[19] Cc1cc2n(n1)C(c1cn(-c3ccccc3)nc1C)Nc1ccccc1-2 (stereo not given)
[20] CC(=O)N(c1ccc(C(C)C)cc1)C1C=CS(=O)(=O)C1 (stereo not given)
Assay by compound	11	12	13	14	15	16	17	18	19	20
CHT block	i	i	i	i	i	i	i	i	i	i
CHT PAM	i	i	i	i	i	i	i	i	i	i

# Three records drawn at random from those above, as already listed:
[14] Cc1ccccc1NC1(C#N)C(=O)Nc2ccccc21 (stereo not given)
[20] CC(=O)N(c1ccc(C(C)C)cc1)C1C=CS(=O)(=O)C1 (stereo not given)
[15] O=[N+]([O-])c1ccc(OCCOCCOc2ccc([N+](=O)[O-])cc2)cc1
Assay by compound	14	20	15
CHT block	i	i	i
CHT PAM	i	i	i

# Other records
[21] FC(F)(F)c1cnc(-c2cnc(-c3ccncc3)nc2)c(Cl)c1
[22] COc1ccc(/C=N/Nc2ncnc3sc(C)c(C)c23)cc1
[23] Cc1cccc(CCNC(=O)C2CCCN(c3ncnc4c3nc3n4CCCCC3)C2)c1 (stereo not given)
[24] FC(F)(F)c1cc(Cl)c2nnc(C(F)(F)Cl)n2c1
Assay by compound	21	22	23	24
CHT block	i	i	-7.6*	i
CHT PAM	i	i	i	i
